# High-throughput results deposited in PubChem by several laboratories.
# Shn3 3UTR inh = inhibitors of Schnurri-3 3'UTR reporter in osteoblasts | Clone20 osteoblast Shn3 3'UTR firefly luciferase, 24 h | inhibition, % at 12.5 µM | 360,000 tested, 0.52% active;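 active = mean inhibition of at least 75% with every replicate also reaching 75%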;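 also: 0% = median of neutral control wells and 100% = pilot-screen positive control compound; some compounds past the cut are filed as inactive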
# Peg3 prom inh = reduces Peg3 promoter-driven luciferase expression in HeLa | HeLa PEG-Prom luciferase reporter, luminescence, overnight | inhibition, % at 20 µM | 360,000 tested, 1.7% active;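 active = inhibition of at least 50% at 20 µM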
# KKLEB cytotox = CF airway cell cytotoxicity counter-screen; AID 602141; KKLEB CF airway cells viability, ATPlite luminescence, overnight; hits give low values; cells stimulated with P. aeruginosa culture filtrate; 360,000 tested, 0.36% active; activity change (cytotoxicity), % at 5 µM;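 active = corrected activity change at or below -50% at 5 µM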
# NR2E3 ag-1 = human photoreceptor-specific nuclear receptor agonism; Q9Y5X4; CHO-S Gal4-NCOR/VP16-NR2E3 two-hybrid, luciferase; inhibition of corepressor binding, % at 3.98 µM; 360,000 tested, 0.35% active; AID 602229;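 active = inhibition above the mean of all tested compounds plus 3 SD, cut at about 70% in these data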;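 also: 0% = DMSO with NR2E3 transfected cells and 100% = cells lacking NR2E3 construct; higher means lower luciferase signal from less NR2E3 corepressor binding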
# Target sequence (Q9Y5X4 whole entry, looked up, the tested form may be a part): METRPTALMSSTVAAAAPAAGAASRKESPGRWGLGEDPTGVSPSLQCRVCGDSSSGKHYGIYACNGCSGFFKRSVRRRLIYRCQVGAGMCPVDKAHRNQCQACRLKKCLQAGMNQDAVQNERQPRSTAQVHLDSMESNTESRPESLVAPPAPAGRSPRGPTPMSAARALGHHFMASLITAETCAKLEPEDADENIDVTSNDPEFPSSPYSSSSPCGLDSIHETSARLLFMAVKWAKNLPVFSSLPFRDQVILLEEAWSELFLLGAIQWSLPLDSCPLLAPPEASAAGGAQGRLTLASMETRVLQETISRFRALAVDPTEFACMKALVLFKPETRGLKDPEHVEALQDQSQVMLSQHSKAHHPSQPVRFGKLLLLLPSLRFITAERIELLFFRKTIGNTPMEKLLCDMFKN
# HIF-2a block = inhibitors of HIF-2a | inhibition, % at 18.8 µM | 786-0 RCC cells HIF-2a reporter, luciferase luminescence, overnight | 360,000 tested, 0.72% active;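 active = inhibition of the luminescence signal of 40% or more relative to plate controls, in a single-dose primary screen at 18.75 µM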
# NR2E3 ag-2 = activates human photoreceptor nuclear receptor NR2E3; Q9Y5X4; GST-NR2E3/biotin-RetCOR TR-FRET, 1536-well; inhibition of corepressor binding, % at 4.78 µM; 320,000 tested, 0.12% active; AID 2300;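 active = percent inhibition above the cutoff of mean plus 3 SD of all tested compounds, set per screening campaign, cut at about 20% in these data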;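 also: 0% = DMSO wells and 100% = biotin wells as full block of FRET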
#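 Material – GST-tagged NR2E3 plus biotinylated RetCOR corepressor · Quantity – NR2E3 fusion 1.35 nM · Times – 5 h incubation at 4 °C · Medium – pH 7.5 Tris-based buffer · Technique – TR-FRET, Eu(K)-anti-GST donor, streptavidin-D2 acceptor, ex 340, em 617/671 nm · Benchmarks – high control biotin, low control 0.6% DMSO · Format – 1536-well plates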
# TROY signal inh = inhibitors of TROY-dependent NF-kB signaling; inhibition, % at 10 µM; Q293 LMP1-TROYcd NF-kB luciferase reporter, 4 h; AID 1347056; 360,000 tested, 0.98% active;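 active = compounds whose plate-normalised and pattern-corrected inhibition of the luciferase reporter signal at the single screening dose is 50% or more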
# MITF TRPM1 inh = inhibitors of MITF-driven TRPM1 promoter in melanoma cells. inhibition, % at 12.5 µM. 330,000 tested, 0.83% active. SK-MEL-5 TRPM1 promoter luciferase, 24 h;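 active = mean inhibition across replicates of 60% or more, whatever share of single replicates reaches that level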; also: values of inactives mirror those of a sister screen read the other way
# TWEAK-Fn14 inh = blocks TWEAK-Fn14 interaction in a reporter cell assay. inhibition, % at 10 µM. TWEAK-stimulated Fn14 reporter cells, luciferase luminescence, 8 h. 360,000 tested, 2% active; in the data active = inhibition above about 50%
# CF NFkB block = inhibitors of cystic fibrosis induced NF-kB; 360,000 tested, 0.86% active; inhibition, % at 5 µM; KKLEB NF-kB-GFP reporter, PAF-induced, GFP fluorescence overnight;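 active = at least 50% inhibition at 5 µM, scaled per plate between neutral and stimulator controls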;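 also: PAF is a Pseudomonas aeruginosa culture filtrate used as stimulus; plate controls were PAF-stimulated DMSO wells for no effect and unstimulated DMSO wells for full effect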
# C8 TRAIL sens = caspase-8 TRAIL sensitization | NB7+C8 cells + TRAIL, ATPlite viability luminescence | inhibition (viability loss, TRAIL sensitization), % at 10 µM | 360,000 tested, 1% active | AID 624354;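 active = compounds causing at least 50% loss of cell viability in the single-dose screen, relative to plate controls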
# * hit, by the source's call; . = not tested or not shown. The list is partial; rates above refer to the full screens.
SMILES,Shn3 3UTR inh,Peg3 prom inh,KKLEB cytotox,NR2E3 ag-1,HIF-2a block,NR2E3 ag-2,TROY signal inh,MITF TRPM1 inh,TWEAK-Fn14 inh,CF NFkB block,C8 TRAIL sens
O=C(CCN1CCOCC1)N1c2ccccc2Sc2ccc(Cl)cc21,-5,13,-2,-1,23,-1,12,2,17,6,-2
CCOc1ccccc1/C=c1\sc2nc(-c3ccco3)nn2c1=O,-4,5,-1,-17,17,3,15,6,3,-1,-8
COc1ccc(N(CC(=O)Nc2ccccc2C(=O)NCC(C)C)S(C)(=O)=O)cc1,3,10,0,-13,19,3,-21,-6,-12,4,-18
COc1cc2c(cc1OC)C(/C=C/c1ccco1)=NCC2,6,26,-10,7,32,.,-12,-5,-2,2,12
O=C(Nc1cccc(Cl)c1N1CCCC1)c1ccco1,7,16,-5,-26,-10,-2,12,-2,14,14,-3
COCCNC(=O)C1CCCN(C(=O)c2ccc(OC)c(F)c2)CC1 (configuration not stated),3,-5,-6,-34,-8,.,-4,.,2,0,3
COc1cc(CNCCN2CCOCC2)ccc1OCc1ccc(Cl)cc1,-3,-28,-1,7,-4,-2,-60,-24,5,5,17
O=C(Nc1cccc([N+](=O)[O-])c1)ONC1=NCCCCC1,10,-19,-6,13,9,0,-19,-2,-4,10,17
CN(C)c1nnnn1-c1ccc(Oc2ncc(C(F)(F)F)cc2Cl)cc1,26,14,5,4,11,-4,7,5,9,-6,0
O=C(O)CSC1CC(=O)N(c2ccc(Cl)cc2)C1=O (configuration not stated),-10,10,13,14,11,0,-11,7,-15,-5,-20
Nc1nc(COc2ccccc2)cs1,-45,-68,-5,-11,-97,1,-27,-29,-7,-4,6
CC(=O)Nc1cccc(NC(=O)c2ccc([N+](=O)[O-])cc2Cl)c1,12,4,2,26,-5,0,-10,-4,11,-4,-1
COc1cc(C2CC(=O)Nc3cc(C)c(C)cc32)cc(OC)c1OC (configuration not stated),-5,19,-24,-13,16,1,8,10,22,22,-22
COc1cc(C(=O)NC2CCN(C)CC2)ccc1Nc1ncc2c(n1)N(Cc1ccccc1)CCC(=O)N2C,-18,-105,-29,-23,-152,.,-27,47,13,-171,16
Cc1ccc(C(=O)NC(=S)NCC2CCCO2)cc1[N+](=O)[O-] (configuration not stated),7,-17,8,6,-27,-4,-11,0,-21,4,-1
O=C(CN1CCCCC1)Nc1ccccc1-c1ccccc1,5,7,-2,2,12,1,4,-2,-8,-9,9
Cc1nn(-c2ccc3ccccc3c2)c(=O)c2ccccc12,-45,-267,-14,-126,-171,-2,-113,-61,-11,16,7
COc1ccc(C2(CNC(=O)c3cc(OC)c(OC)c(OC)c3)CCCC2)cc1OC,4,7,-16,-31,16,.,8,1,-27,26,-3
O=C(Nc1ccc(F)cc1)Nc1ccc(S(=O)(=O)N2CCCC2)cc1,-5,1,-4,-18,-8,0,-13,.,3,17,4
CCCCCC(=O)N1CCN(CCN=CC2=C(O)CC(c3ccco3)CC2=O)CC1 (configuration not stated),5,14,-13,-4,1,-2,10,-4,12,9,-18
COc1ccc(C(C)(O)c2nc(-c3ccc4c(c3)OCO4)cs2)cc1 (configuration not stated),15,-12,11,8,-46,.,-15,.,6,1,-7
O=c1c2ccc([N+](=O)[O-])cc2ncn1CCOc1ccc(Cl)cc1,7,11,-6,-29,-10,-3,21,-1,-13,-2,-9
C=CCn1c(C)nnc1SCC(=O)Nc1cc(S(=O)(=O)N2CCCC2)ccc1Cl,-11,-3,-8,-6,6,.,9,3,3,21,-16
Clc1nc(Cl)nc(N(c2ccccc2)c2ccccc2)n1,16,4,12,2,18,-2,2,23,0,-1,1
CCc1ccccc1NC(=O)CSc1nnc(C2CC2)n1CC1CCCO1 (configuration not stated),9,-16,6,-16,17,-2,-2,0,-1,-11,-6
COC(=O)c1nc(NC2=NCCCCC2)n[nH]1,1,-9,-2,-54,3,1,-6,3,13,-4,-14
CC1CCN(S(=O)(=O)c2cccc(C(=O)NNC(=O)c3ccco3)c2)CC1,-14,12,-1,12,21,0,3,-4,7,10,-12
CCc1ccc(-n2nc3ccc(NC(=O)c4ccc5c(c4)OCO5)cc3n2)cc1,60,-13,-17,-11,6,-3,-31,4,0,-1,-10
CC1=Nc2ncnn2C(c2ccccc2)/C1=N\O (configuration not stated),-32,19,9,-4,5,4,-11,-2,3,8,1
CCOC(=O)c1cc2c(ccn2C)n1CC(=O)N1CCN(c2cccc(C(F)(F)F)c2)CC1,6,15,7,12,14,0,13,-4,5,-4,4
O=C1c2nc3ccccn3c2C(=O)N1Cc1ccccc1,-3,16,-3,10,8,1,-4,11,18,8,0
CN(C)c1ccc(NS(=O)(=O)c2cc3c4c(c2)CC(=O)N4CCC3)cc1,-4,-17,4,7,-8,-3,2,-1,-15,-24,-6
CC(=O)C1=C(C)NC(=O)NC1c1cccc(O)c1 (configuration not stated),-6,5,-5,9,19,4,9,7,-4,-1,5
COCCN(C(=O)c1ccc(OCC(C)C)cc1)c1c(N)n(Cc2ccccc2)c(=O)[nH]c1=O,-17,-65,-14,18,11,0,-14,0,11,3,13
CC(=O)Nc1cc(-c2ccc(F)cc2)cn2c(-c3ccc(F)c(Cl)c3)cnc12,22,7,-10,-17,-16,.,-17,.,0,-79,10
Cc1ccc(Cn2cnc3ccccc32)cc1C,23,-10,11,1,-21,-6,11,20,-1,-14,12
O=C(COC(=O)CNS(=O)(=O)c1ccccc1)Nc1ncc(Cl)cc1Cl,6,10,-2,-15,4,4,-3,0,13,13,-5
COc1ccc(-c2c(-c3ccccc3)c(C(=O)C(=O)NCCCN(C)C)n3ccc4cc(OC)c(OC)cc4c23)cc1OC,19,-13,-3,-1,88*,1,-31,6,-46,-2,-14
CC(C)c1ccc(NC(=S)NN2CCOCC2)cc1,-30,-118,-14,-43,-132,2,-53,-40,-32,-5,-5
COc1cccc(C2CC(c3ccc(C)cc3)n3nc(N)nc3N2)c1 (configuration not stated),-25,-11,-7,-5,-12,2,-22,.,6,8,12

# Quoted from the entries so far, 3 compounds:
SMILES,Shn3 3UTR inh,Peg3 prom inh,KKLEB cytotox,NR2E3 ag-1,HIF-2a block,NR2E3 ag-2,TROY signal inh,MITF TRPM1 inh,TWEAK-Fn14 inh,CF NFkB block,C8 TRAIL sens
COc1ccc(-c2c(-c3ccccc3)c(C(=O)C(=O)NCCCN(C)C)n3ccc4cc(OC)c(OC)cc4c23)cc1OC,19,-13,-3,-1,88*,1,-31,6,-46,-2,-14
CC(C)c1ccc(NC(=S)NN2CCOCC2)cc1,-30,-118,-14,-43,-132,2,-53,-40,-32,-5,-5
COc1cccc(C2CC(c3ccc(C)cc3)n3nc(N)nc3N2)c1 (configuration not stated),-25,-11,-7,-5,-12,2,-22,.,6,8,12

# (more compounds)
SMILES,Shn3 3UTR inh,Peg3 prom inh,KKLEB cytotox,NR2E3 ag-1,HIF-2a block,NR2E3 ag-2,TROY signal inh,MITF TRPM1 inh,TWEAK-Fn14 inh,CF NFkB block,C8 TRAIL sens
CCC(C)C(NC(=O)C1CCC(C)CC1)C(=O)NCCc1ccc(S(N)(=O)=O)cc1 (configuration not stated),-4,5,-4,-7,16,-1,10,3,-10,10,-3
Cn1cccc1CC(=O)NNC(=O)Nc1ccccc1F,-25,-24,1,-7,-20,0,-14,0,-5,10,-10
CCc1nonc1NC(=O)COc1ccc(Cl)c(C)c1,-3,-12,-7,-8,-56,5,-48,-4,-3,11,-2
COc1ccc2cc3c(N)nn(C(=O)Cc4ccc(Cl)cc4)c3nc2c1,12,15,-6,-24,8,-1,24,0,-7,22,-4
CCCC1Oc2ccccc2C(=O)N(CC(=O)c2ccc3c(c2)OCCO3)C1=O (configuration not stated),-42,-210,-3,-38,-160,-1,-85,-67,-39,6,15
Cc1oc(-c2ccccc2F)nc1CS(=O)(=O)CC(=O)NCCCN(C)C1CCCCC1,11,1,12,-26,0,1,-36,-6,0,0,9
Cc1cc(C)nc(SCCN(C)C)n1,-13,8,-2,-1,24,8,5,12,4,9,-5
CCCC(=O)NNC(=O)CCC(=O)NCc1ccccc1,-5,14,4,-9,7,-2,-1,-2,-2,8,-3
O=S(=O)(c1ccc(-n2cnnn2)cc1)N1CCC(N2CCCCC2)CC1,-11,9,-1,18,8,2,-18,4,11,1,5
CC(NC(=O)c1cc2sccc2n1C)c1ccc2c(c1)OCCO2 (configuration not stated),-5,24,-1,1,-14,1,8,7,-37,13,16
CCC1(CC)Cc2ccccc2-c2nc(NCCCO)[nH]c(=O)c21,-17,23,-2,-10,20,1,16,3,6,-14,0
CSc1ccc(Cl)c(C(=O)OCC(=O)NC2CC2)c1,1,-12,0,-3,5,1,-17,-10,-12,-1,1
CCc1sc(-c2ccccc2)nc1C(=O)OC,2,-5,4,-18,-13,-9,-23,-16,-19,10,-9
CC1CCC/C(=C\Nc2ccc3c(c2)OCO3)C1=O (configuration not stated),-29,-41,-4,-12,-51,1,1,-27,0,4,-2
Cc1cc(C)cc(NC(=O)C2CCN(S(=O)(=O)c3ccc4[nH]c(=O)ccc4c3)CC2)c1,6,14,3,-18,15,1,4,.,12,-20,-6
C=CCc1c(C)nc(SC)nc1Nc1ccc(C(=O)O)cc1,-13,6,-11,-13,25,0,-45,6,-10,10,6
Cc1onc(-c2c(F)cccc2Cl)c1C(=O)OCC(=O)NC(N)=O,11,3,6,-11,10,3,-9,-1,-4,-16,4
O=C(C1Cc2ccccc2CN1S(=O)(=O)c1cccs1)N1CCCCCC1 (configuration not stated),7,13,9,-13,6,1,-6,-3,-14,-16,42
CCOC(=O)c1ccc(NC(=O)CN2C(=O)CNC2=O)cc1,-14,-6,3,13,-3,4,-8,-10,-4,-10,-5
Cc1cc(C(=O)N2CCC(C(F)(F)F)n3nccc32)on1 (configuration not stated),-14,7,6,-26,13,1,11,15,-16,14,-7
COC(=O)C1CC(C(=O)OC)C2C(C(=O)OC)CC(C(=O)OC)C12 (configuration not stated),18,5,-12,-6,1,.,0,-2,11,3,-6
O=C(Cc1ccc(Br)cc1)Nc1ncc([N+](=O)[O-])s1,-11,-89,-25,72*,-243,1,21,-33,36,42,13
NS(=O)(=O)c1c(Sc2ccccc2C(=O)O)ccc2ccccc12,13,-159,7,-106,-78,18,-9,4,54*,-8,4
Oc1ccccc1N1CCN(c2ccc3ccccc3n2)CC1,-45,-381,0,-187,-328,1,-5,-53,-17,-24,17
CCOC(=O)Cc1csc(SCC(=O)NC2CCC(C)CC2)n1 (configuration not stated),6,5,2,7,-9,6,-23,-3,6,3,11
CNc1ccccc1C(C)(C)c1cc(-c2cc(C)cc(C)c2)no1,-4,25,3,-12,29,-2,3,8,-70,26,8
O=C(COc1ccc2ccccc2c1)N1CCN(C(=O)c2ccco2)CC1,19,15,12,18,5,2,-26,2,2,-4,6
CN(C(=O)COC(=O)/C=C/c1cccs1)c1c(N)n(Cc2ccccc2)c(=O)[nH]c1=O,-12,-5,13,3,1,1,-3,2,-5,-19,9
COc1ccc2nc(NCCNC(=S)NCCCN3CCOCC3)c(C#N)cc2c1,3,0,1,-1,-4,1,-6,.,-18,6,-6
